Screens from PubChem BioAssay.
hcDAF-12 act: H. contortus DAF-12 activation, primary screen | HEK293 hcDAF-12 lit1-tk-luc reporter, luminescence; 0% DMSO, 100% Δ7-dafachronic acid | activation, % at 6.8 µM | 1.4% of 370,000 active | AID 652067;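 active = activation above the mean of all tested compounds plus 3 SD, cut at about 5.5% in these data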;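 note: 100% = response to 3 µM Δ7-dafachronic acid high control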
MBD2 inh: MBD2-methylated oligo binding inhibition; 0.31% of 370,000 active; inhibition, % at 4.4 µM; AID 686964; TR-FRET, MBD2 binding to methylated oligonucleotide; Q9UBB5; in the data active = inhibition above about 13%
DAX1 inh-1: DAX1 (NR0B1) inhibition, primary screen | HEK293T StAR-luciferase reporter, SF-1/DAX-1 repression relief | AID 652010 | inhibition, % at 6.8 µM | 1.1% of 370,000 active;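 active = inhibition above the mean over all tested compounds plus 3 SD, cut at about 3.6% in these data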;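 note: 0% = DAX-1 cells with DMSO and 100% = cells lacking DAX-1 with DMSO; higher inhibition means more luminescence from relief of DAX-1 repression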
DAX1 inh-2: NR0B1 (DAX1) inhibition; P51843; HEK293 Gal4-DAX1 luciferase reporter, luminescence; inhibition, % at 6.75 µM; 0.99% of 340,000 active; AID 504766;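 active = inhibition above the mean over all tested compounds plus 3 SD, cut at about 4.2% in these data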;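 note: 0% = DAX1-transfected cells with DMSO and 100% = empty-vector control cells with DMSO; inhibition shows as a rise in luminescence from relieved DAX1 repression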
ssDAF12 agonist: activators of S. stercoralis DAF-12 nuclear receptor | HEK293 ssDAF-12/GRIP1 lit1-tk-luc reporter, luminescence; % of 3 µM dafachronic acid response | activation, % at 6.8 µM | 1% of 370,000 active | AID 652126;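 active = activation above the mean over all tested compounds plus 3 SD, cut at about 0.9% in these data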;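 note: 0% = DMSO-only wells and 100% = 3 µM delta7-dafachronic acid wells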
NR1D1 modulator: modulates human Rev-erb alpha binding to DNA; 0.79% of 370,000 active; AID 1259318; activity, % at 10 µM; Rev-erbα–FITC-DNA binding, fluorescence polarization, 90 min; P20393;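 active = activity above about 14%, limit read from the data; passing the limit was not always enough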;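 note: 0% = DMSO wells with 35 nM protein and 100% = DMSO wells with 750 nM protein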
SMARCA2 act: activators of SMARCA2 function | activation, % at 9.1 µM | AID 652017 | MG213 cells, MMTV-luciferase reporter, dexamethasone, overnight | 1% of 370,000 active; in the data active = activation above about 7.8%;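 note: 0% = vehicle wells and 100% = reference activator wells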
PLC-gamma1 inh: PLC-gamma1 (human) inhibition, primary screen; inhibition, % at 12.2 µM; AID 720700; P19174; purified PLC-gamma1, fluorogenic substrate, fluorescence; 0.84% of 370,000 active; in the data active = inhibition above about 9.5%
Target sequence (P19174 whole entry, looked up): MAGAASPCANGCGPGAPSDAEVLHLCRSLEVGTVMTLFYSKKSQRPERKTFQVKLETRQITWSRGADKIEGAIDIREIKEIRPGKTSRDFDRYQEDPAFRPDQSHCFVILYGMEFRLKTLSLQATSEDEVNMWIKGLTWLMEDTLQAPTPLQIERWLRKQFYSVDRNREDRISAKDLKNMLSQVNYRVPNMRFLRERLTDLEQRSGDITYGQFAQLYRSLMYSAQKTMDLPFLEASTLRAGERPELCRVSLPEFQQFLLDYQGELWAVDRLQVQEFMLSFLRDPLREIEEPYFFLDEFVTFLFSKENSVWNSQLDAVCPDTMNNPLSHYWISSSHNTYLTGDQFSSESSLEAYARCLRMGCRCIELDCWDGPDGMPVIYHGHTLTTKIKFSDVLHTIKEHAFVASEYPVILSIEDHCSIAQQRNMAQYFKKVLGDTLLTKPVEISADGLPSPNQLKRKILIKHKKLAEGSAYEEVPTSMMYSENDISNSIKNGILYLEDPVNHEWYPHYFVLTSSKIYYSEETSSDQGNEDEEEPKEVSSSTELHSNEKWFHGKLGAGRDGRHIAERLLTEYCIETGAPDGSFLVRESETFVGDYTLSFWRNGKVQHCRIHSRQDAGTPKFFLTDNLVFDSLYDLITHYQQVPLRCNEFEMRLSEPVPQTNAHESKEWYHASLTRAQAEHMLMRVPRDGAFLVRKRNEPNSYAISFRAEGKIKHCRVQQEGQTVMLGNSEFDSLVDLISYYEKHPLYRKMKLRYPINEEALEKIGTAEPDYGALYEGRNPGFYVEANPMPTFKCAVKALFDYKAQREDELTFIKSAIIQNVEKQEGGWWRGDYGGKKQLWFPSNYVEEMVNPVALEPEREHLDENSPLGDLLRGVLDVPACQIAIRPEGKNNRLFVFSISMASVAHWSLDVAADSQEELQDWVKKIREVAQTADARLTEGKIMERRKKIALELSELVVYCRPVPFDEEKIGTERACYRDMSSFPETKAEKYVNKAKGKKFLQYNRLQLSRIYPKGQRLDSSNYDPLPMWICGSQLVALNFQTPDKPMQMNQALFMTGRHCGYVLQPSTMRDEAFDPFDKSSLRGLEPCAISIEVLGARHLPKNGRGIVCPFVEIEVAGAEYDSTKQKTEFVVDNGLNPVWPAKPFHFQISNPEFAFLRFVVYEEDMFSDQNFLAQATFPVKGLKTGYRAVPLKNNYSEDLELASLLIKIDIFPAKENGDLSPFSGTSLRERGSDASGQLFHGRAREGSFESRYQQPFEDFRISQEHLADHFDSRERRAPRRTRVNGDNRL
PLC-beta3 inh: PLC-beta3 (human) inhibition, primary screen | Purified PLC-beta3, fluorogenic substrate, fluorescence | inhibition, % at 12.2 µM | Q01970 | 0.18% of 370,000 active; in the data active = inhibition above about 11%;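 note: 0% = median of compound wells on plate and 100% = full blocker control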
hgDAF12 agonist: hgDAF-12 agonism, primary luciferase screen; HEK293 GAL4-hgDAF12 UAS-luciferase reporter, agonist luminescence; normalized to butyrate control; activation, % at 6.8 µM; 1.8% of 370,000 active;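 active = activation above a cutoff set at the mean of all screened compounds plus 3 SD, cut at about 10% in these data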;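 note: 0% = DMSO wells and 100% = sodium butyrate wells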
ADAM17 inh: ADAM17 inhibition, QFRET primary screen. recombinant ADAM17, EDANS/DABCYL FRET peptide cleavage. inhibition, % at 6.95 µM. 0.83% of 370,000 active;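 active = inhibition above the mean of compounds lying between control limits plus 3 SD, set per campaign, cut at about 8.5% in these data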;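 note: 0% = DMSO-only wells as the low control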
The depositor's hits bear a star; i = inactive; / = no result given. Random draw from the library; any-hit rate near 7.4%.

SMILES	hcDAF-12 act	MBD2 inh	DAX1 inh-1	DAX1 inh-2	ssDAF12 agonist	NR1D1 modulator	SMARCA2 act	PLC-gamma1 inh	PLC-beta3 inh	hgDAF12 agonist	ADAM17 inh
COc1ccccc1-c1nnc(SCC(=O)NC2CCCCC2)n1N	-0.1	-2	0.5	-0.2	-0.5	0	-1	2	1	1.0	-1
CN(C)CCC(=O)NCC1OCCc2ccccc21 (stereo not given)	1.9	-5	0.8	0.8	0.0	-4	2	2	5	0.8	1
Cc1cc(C)c(NC(=O)c2ccoc2C)c(C)c1	-1.6	6	-1.1	-0.3	-1.1	3	-2	-4	-1	-2.2	-5
CCOC(=O)N1CCN(C(=O)C(=O)Nc2sc3c(c2C(N)=O)CC(C)(C)OC3)CC1	-1.7	-5	0.1	0.3	-0.7	-4	-2	-1	-8	-0.4	-4
Cc1ccc(-n2c(N)cc(=O)nc2SCC(=O)N2CCN(c3ccccc3)CC2)cc1	-1.2	2	1.7	0.8	-0.9	-3	-1	3	-3	-0.8	-1
CC(Sc1nnc(-c2cccnc2)n1-c1ccccc1)C(=O)NCc1ccc2c(c1)OCO2 (stereo not given)	-0.9	-1	0.9	1.1	-1.6	-4	3	3	0	-0.1	-3
COc1ccc(C(C)C)cc1S(=O)(=O)N1CCN(C)CC1	-0.4	0	-0.6	1.1	-0.7	-7	-1	6	1	0.1	-1
N#Cc1c(NC(=O)CN2CCOCC2)oc(-c2ccccc2)c1-c1ccccc1	-2.3	-1	-0.5	0.1	-1.5	0	0	-17	-17	-1.6	-5
O=C(CCCSc1nc2ccccc2[nH]1)Nc1nnc(-c2ccccc2)o1	1.2	-5	-2.5	-0.4	-1.1	1	-6	5	-35	-2.1	3
CCOc1ccc(NC(=O)COc2ccc(OC)cc2)cc1	-1.2	5	0.3	-1.0	-1.2	-1	-1	1	-2	0.8	-1
CCc1ccc(C2N(c3ccc(OC)cc3)C(=O)C3CCCN32)cc1 (stereo not given)	-0.9	-2	0.6	0.8	-0.9	2	1	4	2	-0.6	0
COC(=O)c1cc(NC(=O)c2cccc([N+](=O)[O-])c2C)ccc1Cl	-2.0	0	-0.7	0.6	-1.7	6	-3	0	0	-3.4	2
COc1ccc(-c2cc(C(=O)N3CCc4ccccc4C3)no2)cc1OC	-1.6	2	0.0	0.7	-0.2	4	1	-3	-9	0.6	1
COc1ccccc1CNC(=O)C(C)NS(=O)(=O)c1ccc(Br)cc1 (stereo not given)	-1.1	2	-0.6	-0.6	-0.9	-2	0	0	-1	0.1	-2
CCC(C)(C(=O)NC1CCCC1)N(Cc1ccco1)C(=O)c1ccc2c(c1)OCO2 (stereo not given)	-1.0	-2	-0.8	1.4	-1.4	-1	-1	-3	-1	3.7	1
C[C@@H]1CN([C@@H](C)CO)C(=O)c2cc(Br)cnc2O[C@H]1CN(C)Cc1ccc(-c2ccccc2)cc1	-1.9	-5	-0.3	0.0	-1.2	-3	0	5	2	-3.1	-3
O=C(Cn1cc2c(n1)CCCC2)N1CCCc2ccccc21	1.2	2	-0.3	2.0	0.2	-7	0	-1	1	2.8	-1
O=C(O/N=C1\CCCc2ccccc21)c1ccc(F)cc1	0.9	2	0.1	0.1	-0.3	0	9.7*	-1	1	0.9	-1
CCOc1ccc(NS(=O)(=O)c2ccc3[nH]cc(C(=O)NCCOC)c(=O)c3c2)cc1	-0.6	7	-0.2	-0.7	-1.5	-2	-1	5	-2	-0.5	-7
O=C(CSc1nc2[nH]ncc2c(=O)n1-c1ccccc1Br)NCc1ccco1	-2.3	1	0.3	0.3	-0.8	-2	-5	-1	-1	-2.1	-6
CC1(C(=O)O)CCN1C(=O)c1ccccc1F (stereo not given)	-0.9	2	-0.5	/	-0.8	1	-4	3	0	1.3	-2
Cc1cc2nc(-c3ccc(F)cc3)c(Cc3cccc(Cl)c3)n2c(C)c1Br	5.6*	4	0.6	/	1.5*	-9	-4	-7	-16	0.5	-3
CC(=O)Nc1cccc(C(=O)OCC(=O)Nc2ccc(Cl)cn2)c1	-0.5	3	-0.2	-0.2	-0.7	0	-1	-4	-13	0.2	2
Cn1c(=O)c2ccccc2n(CC(=O)NC2CCCCC2)c1=O	-1.4	3	0.2	0.6	-1.3	-2	-1	3	-5	0.9	-1
CC(=O)Nc1ccc(CN(C)c2c(C)nc3ccc(C(=O)NCCCn4ccnc4)cn23)cc1	-0.6	0	1.2	/	-0.9	5	1	3	-2	-1.8	-6
Clc1ccccc1C(c1nnnn1Cc1ccco1)N1CCN(Cc2ccco2)CC1 (stereo not given)	-0.8	4	0.2	-0.4	-1.0	0	-4	1	-5	-1.3	9.2*
O=[N+]([O-])c1cc(C(F)(F)F)ccc1NC1CCN(Cc2ccccc2)C1 (stereo not given)	1.9	-4	-1.9	0.0	-1.1	2	0	-2	-4	-0.5	0
Cc1cc2c(=O)oc(-c3ccccc3Br)nc2s1	-1.8	4	0.0	0.7	-1.1	3	-3	-78	-91	-1.6	-3
Clc1ccc(CSc2nnc(-c3cccs3)o2)cc1Cl	0.0	-10	-1.2	/	-1.9	-1	4	-1	0	-0.2	-1
O=C1CC(c2nc3ccccc3[nH]2)CN1Cc1ccccc1 (stereo not given)	2.0	2	0.2	0.5	-1.5	3	-3	-1	0	0.4	-1
N#Cc1c(/N=C/c2ccc(Br)s2)sc2c1CCC2	1.9	1	1.3	-0.8	-0.6	-2	0	-10	-10	4.2	-7
CCn1c(SCC(=O)c2ccc(O)c(O)c2)nnc1-c1ccc(C)cc1	-0.1	15*	-0.4	0.5	-1.1	-2	-6	3	4	-1.9	0
COC(=O)[C@]12C[C@H](CC(=O)NCc3cccc4ccccc34)C(=O)N(Cc3ccccc3)C1=C[C@H](C(C)(C)C)O[C@@H]2C	0.6	3	-1.3	/	-0.9	0	-4	0	4	0.5	5
NS(=O)(=O)c1ccc(CCNC(=O)c2ccc(Br)s2)cc1	-1.6	-3	-0.1	0.0	-1.7	0	-4	0	2	-2.8	1
O=C(COC(=O)c1ccc(Cl)c(S(=O)(=O)N2CCOCC2)c1)NCc1ccco1	-0.5	3	-1.4	-0.2	-1.0	-2	-1	4	-10	-1.6	-3
CCOC(=O)C1CCN(C(=O)CN(c2ccc3c(c2)OCCO3)S(C)(=O)=O)CC1	0.9	3	-0.9	0.5	-0.6	2	-1	8	4	-0.5	-1
CC1CCCN(C(=O)c2cc3ccccc3cc2O)C1 (stereo not given)	0.3	-3	-0.3	-0.6	-1.1	0	6	-56	-92	1.1	-3
Cc1ccc2oc(C(=O)Nc3ccc(S(=O)(=O)Nc4ncccn4)cc3)c(C)c2c1	-1.6	-4	2.8	0.4	-0.7	1	-2	2	-4	1.0	1
CC1(C)Cc2[nH]c(=S)c(C#N)cc2CO1	1.7	0	0.0	0.3	-0.8	-2	-4	-24	-33	0.1	-14
COc1cc(OC)c(/C=N/NC(=O)c2ccncc2)cc1Br	-1.2	2	0.6	/	-1.2	2	-4	-85	-97	3.4	0

Structures listed so far that bear a hit mark in hcDAF-12 act:
mol,hcDAF-12 act,MBD2 inh,DAX1 inh-1,DAX1 inh-2,ssDAF12 agonist,NR1D1 modulator,SMARCA2 act,PLC-gamma1 inh,PLC-beta3 inh,ADAM17 inh
Cc1cc2nc(-c3ccc(F)cc3)c(Cc3cccc(Cl)c3)n2c(C)c1Br,5.6*,4,0.6,/,1.5*,-9,-4,-7,-16,-3

Remaining list, next part:
SMILES	hcDAF-12 act	MBD2 inh	DAX1 inh-1	DAX1 inh-2	ssDAF12 agonist	NR1D1 modulator	SMARCA2 act	PLC-gamma1 inh	PLC-beta3 inh	hgDAF12 agonist	ADAM17 inh
CCOc1ccc(CC(=O)Nc2c(C(=O)Nc3ccccc3)oc3ccccc23)cc1OCC	3.5	-3	-0.1	1.4	-1.1	13	-1	7	2	3.8	1
Cc1ccc(S(=O)(=O)NC(=NC(C)C(=O)O)c2ccccc2)cc1 (stereo not given)	-2.3	2	0.4	0.5	-0.7	3	1	-2	1	-0.4	-3
Cc1oc2cc(O)ccc2c(=O)c1-c1cnn(-c2ccccc2)c1	-0.2	4	-0.1	0.1	-1.5	-5	1	-464	i	0.5	-255
COCC(=O)N(C)C[C@H]1Oc2cc(C#Cc3cccnc3)ccc2S(=O)(=O)N([C@H](C)CO)C[C@H]1C	0.1	3	0.7	0.6	-0.7	-4	-5	-5	-4	0.2	4
COc1cc2c(cc1Cl)C(=O)C(F)(c1ccccc1)C(=O)N2 (stereo not given)	2.2	-1	0.1	-0.1	-0.7	-8	-2	-3	-10	-0.9	1
Cc1ccc2c(c1C)NC(C)CC2C (stereo not given)	1.2	-3	0.7	-1.0	-0.6	0	-2	0	1	1.3	-1
COc1ccc(S(=O)(=O)NCc2ccccn2)cc1NC(=O)c1ccccc1F	-3.2	4	-0.6	-1.5	-1.2	-2	2	-4	-4	-2.9	-2
CN(C)S(=O)(=O)c1ccc(C(=O)N2CCN(S(=O)(=O)c3cccs3)CC2)cc1	-1.8	4	-0.3	0.3	-0.6	-3	-2	3	-1	-3.0	-4
CC(=O)NC(C)c1cc(Cl)c2cccnc2c1O (stereo not given)	-0.6	0	-0.9	-0.4	-1.6	6	-1	-8	-9	-3.5	-3
COc1ccc(NC(=O)Nc2ccc(N3CCCC3=O)cc2)cc1OC	-2.5	-3	-0.5	-1.4	-0.8	8	-2	2	4	-1.4	-1
CC(=O)Nc1ccc2nc(NC(=O)c3cccs3)sc2c1	6.7*	-3	4.2*	3.0	1.8*	-5	9.1*	-76	-106	21*	-3
C/C(=N\NC(=O)Cc1ccc(Cl)cc1)c1ccccn1	1.3	-2	0.8	-0.6	-1.1	1	-1	0	1	-0.1	-2
CSc1cccc(NC(=O)CCn2c(=O)c3cccn3c3cccnc32)c1	2.0	4	-1.9	-0.8	-1.5	13	-1	2	-5	-0.7	0
Cc1c(Cl)cn2c(=O)cc(CN3CCN(c4ccccc4)CC3)nc2c1Cl	0.3	-8	-0.1	0.1	-1.1	9	-4	-6	-7	-2.8	-7
COc1ccc(S(=O)(=O)NC(=O)C2(C)CCN2C(=O)Cc2ccccc2Cl)cc1OC (stereo not given)	-0.5	-1	-3.7	/	-1.0	-2	-7	2	1	2.1	-2
O=c1c(-c2ccc(F)cc2)coc2cc(O)ccc12	4.6	-8	2.9	1.8	-0.5	-3	12*	-310	-400	8.9	-123
COc1cc(N)c2ncccc2c1Cl	-0.4	-19	-3.9	1.1	-2.0	0	4	-15	-36	-7.2	-7
CCC(=O)N1COC[C@@H]1Cc1ccccc1	-1.9	1	0.6	-0.6	-1.7	1	-2	2	2	-2.8	-3
CC1=NN(c2nc3ccccc3s2)C(O)(C(F)(F)F)C1 (stereo not given)	4.3	-2	0.4	0.8	0.0	-4	-3	-1	-8	0.5	-4
COC(=O)[C@@]1(C)[C@H]2C(=O)N(Cc3ccccc3)C(=O)[C@H]2[C@H]2CN=C(SCc3ccc(Cl)cc3)N21	-0.7	7	-0.8	-0.6	0.1	-1	-7	4	1	-1.5	-2
CCSc1nnc(NC(=O)CC(C)C)s1	1.2	-11	0.7	6.4*	-2.0	-5	4	0	1	1.6	1
CN(CC(=O)N(CCO)Cc1ccccc1)S(=O)(=O)c1ccc2c(c1)c(=O)n(C)c(=O)n2C	-1.4	-9	-1.5	0.8	-1.1	0	-2	3	-4	3.3	0
